OX1R antag-1: blocks the human orexin 1 receptor; AID 485270; inhibition, % at 6.6 µM; hit rate 1.8% among 330,000; OX1R-expressing cells, FRET antagonist read-out; in the data active means inhibition mostly above about 38%, no sharp cut-off; inactive means mostly below about 40%;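 further: 0% = agonist challenge alone and 100% = reference antagonist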
Target sequence (O43613 whole entry, looked up): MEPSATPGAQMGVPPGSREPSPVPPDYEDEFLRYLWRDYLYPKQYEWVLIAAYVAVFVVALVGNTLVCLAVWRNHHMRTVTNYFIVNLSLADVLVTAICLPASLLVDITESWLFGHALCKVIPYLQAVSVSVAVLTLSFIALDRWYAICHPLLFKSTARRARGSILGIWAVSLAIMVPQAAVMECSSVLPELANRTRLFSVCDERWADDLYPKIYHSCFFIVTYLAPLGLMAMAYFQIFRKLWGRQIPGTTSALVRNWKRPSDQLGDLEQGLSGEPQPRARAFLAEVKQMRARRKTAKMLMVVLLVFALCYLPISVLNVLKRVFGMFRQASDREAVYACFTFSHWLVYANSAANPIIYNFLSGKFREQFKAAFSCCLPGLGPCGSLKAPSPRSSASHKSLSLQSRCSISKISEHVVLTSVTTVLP
OX1R antag-2: antagonists of human orexin 1 receptor; O43613; hit rate 0.43% among 330,000; AID 434989; inhibition, % at 5 µM; CHO/OX1R cells, Fluo-8 calcium fluorescence, orexin A;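 active means inhibition above its plate's threshold, mean inhibition of all tested compounds on the plate plus 3 SD, cut at about 37% in these data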;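 further: 0% = orexin A challenge wells and 100% = SB-334867-A antagonist wells; not every result past the cut was called active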
Numbers without * were called inactive.

SMILES,OX1R antag-1,OX1R antag-2
COc1ccc(-c2nnc(SCC(=O)NC(C)c3ccccc3)o2)cc1OC (configuration not stated),17,-28
Clc1cccc(NCc2nnc(SCc3ccccc3)o2)c1,-7,3
CCC(C)N(C(=O)CSc1ccc(NC(C)=O)cc1)C1CCS(=O)(=O)C1 (configuration not stated),10,-14
C=C(C)c1cccc(C(C)(C)NC(=O)N2CCN(c3ccccn3)CC2)c1,13,-22
CC(=O)Nc1ccc(NS(=O)(=O)c2cn(C)c(=O)n(C)c2=O)cc1,9,-3
O=C(/C=C/c1ccc([N+](=O)[O-])cc1)Nc1cccnc1,95*,8
Cc1ccc2c(c1)C(=O)CC1(CCCC1)O2,12,-4
Cc1ccc(-n2nc3cc(C)c(NC(=O)c4cccnc4)cc3n2)cc1,14,-13
CCOC(=O)C(/C(C)=N/NC(=O)c1ccccc1[N+](=O)[O-])C(C)C (configuration not stated),9,2
O=C1OC(/C=C/c2ccccc2)=NC/1=C\c1cccnc1,23,50*
Cc1ccc(C)c(SCC(=O)OCC(=O)NCc2ccccc2)c1,19,-14
COc1cc(Cl)ccc1OCc1cc(C(=O)N(C)Cc2nnc(C)o2)no1,17,-1
O=[N+]([O-])c1ccc(NCCOc2ccccc2Cl)nc1,8,-16
COc1ccccc1NS(=O)(=O)c1ccc2oc(SC)nc2c1,27,-25
COCCn1c(SCC(=O)Nc2ccc(NC(=O)c3ccco3)c(OC)c2)nc2ccccc2c1=O,12,-34
O=C(CCNS(=O)(=O)c1cccs1)NC1CCN(Cc2ccccc2)CC1,1,-16
Cc1cc(C(F)(F)F)n(-c2nc(C(=O)NN)cs2)n1,26,-10
COc1ccc(N(C(=O)c2ccco2)S(=O)(=O)c2cccs2)cc1,7,-34
Cc1ccc(-n2ncc3c2CCCC3NC(=O)c2ccoc2)cc1C (configuration not stated),46,-27
CC(C)NC(=O)c1onc(CSc2ccncc2)c1C(=O)NC(C)C,29,-9
CN(c1ccccc1C(=O)Nc1cccc([N+](=O)[O-])c1)S(C)(=O)=O,34,-8
COc1ccc(CNC(=O)CN(C(=O)CCC(=O)Nc2ccccn2)c2cccc(C)c2)cc1,13,-44
CCOc1ccccc1C1C(C#N)=C(N)SC(N)=C1C#N,34,-12
COC(=O)c1[nH]c2ccccc2c1NC(=O)/C=C/c1ccc2c(c1)OCO2,-2,-14
CCC(CO)Oc1cc(NCc2ccc(Cl)cc2)c2ncn(C(C)C)c2c1 (configuration not stated),8,-40

Some values from above.
OX1R antag-1 result of O=C(/C=C/c1ccc([N+](=O)[O-])cc1)Nc1cccnc1 = 95*
OX1R antag-1 result of Cc1cc(C(F)(F)F)n(-c2nc(C(=O)NN)cs2)n1 = 26

(cont.)
SMILES,OX1R antag-1,OX1R antag-2
Cc1ccc(-n2nc(C(=O)NCc3ccc(C)o3)c3c4ccccc4n(C)c3c2=O)cc1,17,-18
Cc1ccccc1OCC(=O)NCCCNC(=O)c1ccco1,14,-6
CCn1c(CNC(=O)c2cc(OC)c(OC)c(OC)c2)cc2ccccc21,69*,5
CCc1ccc(C(=O)C(C)OC(=O)c2nn(C)c(=O)c3ccccc23)cc1 (configuration not stated),19,27
CC(NC=C1C(=O)OC(C)(C)OC1=O)C(=O)O (configuration not stated),6,8
CN(C)C(=O)N1CCCC(C(=O)NCc2ccccc2Cl)C1 (configuration not stated),12,-17
COc1ccc(N(C(=O)c2ccco2)C(C(=O)NC2CCCC2)c2ccncc2)cc1 (configuration not stated),5,-6
O=C(N/C(=C\c1ccccc1Cl)C(=O)N1CCOCC1)c1ccc([N+](=O)[O-])cc1,20,-19
COc1ccccc1[C@]1(C)ON(c2ccccc2C(F)(F)F)C1=O,6,-16
c1ccc2c(CSc3nnc(-c4ccncc4)o3)cccc2c1,19,-29
CCOC(=O)C(C)(C)n1nnc(-c2ccc([N+](=O)[O-])cc2)n1,21,-14
O=C(/C=C/c1ccc(S(=O)(=O)N2CCOCC2)cc1)NC(=S)Nc1ccc(N2CCOCC2)cc1,13,-7
Nc1cc(=O)[nH]n1C1CCCC1,11,11
CC1CCCN(c2ccc(C(=O)Nc3nnc(C4CC4)s3)cc2[N+](=O)[O-])C1 (configuration not stated),14,-23
CN(C)C(CNC(=O)c1ccc(-c2ccccc2)cc1)c1ccccc1 (configuration not stated),21,-24
CC(C)N1C(=O)N(c2ccc(Cl)cc2)C(C)(O)CC1(C)C (configuration not stated),9,-25
Cc1ccc(C)c(N2CCN(S(=O)(=O)c3ccc4[nH]c(=O)ccc4c3)CC2)c1,4,-20
Cc1cc(Nc2ccc3c(c2)OCCO3)n2nc(C)nc2n1,22,-4
CCOC(=O)c1cc(C(=O)c2cc(F)ccc2O)coc1=N,6,-17
O=C(O)C1CCCN1S(=O)(=O)c1ccc(Br)s1 (configuration not stated) (tested in a mixture with another compound),12,-6
Cc1nc(COc2cccc(Cl)c2)sc1C(=O)/C=C/N(C)C,1,-10
COc1cc([N+](=O)[O-])cc([N+](=O)[O-])c1NC(=O)N1CCOCC1,28,3
Cc1cnc(C(=O)OC(C)C(=O)NC2CCCc3ccccc32)cn1 (configuration not stated),-5,-17
Cc1ccc(S(=O)(=O)n2nc(OC(=O)c3cccs3)cc2N)cc1,11,-5
O=C(CSc1nc2cc(Cl)ccc2s1)NCC1CCCO1 (configuration not stated),4,-1

Single records, as listed above. Screens in order: OX1R antag-1 | OX1R antag-2
`CN(C)C(CNC(=O)c1ccc(-c2ccccc2)cc1)c1ccccc1` (configuration not stated) as listed: 21 | -24
`O=C(/C=C/c1ccc(S(=O)(=O)N2CCOCC2)cc1)NC(=S)Nc1ccc(N2CCOCC2)cc1` as listed: 13 | -7
`Cc1nc(COc2cccc(Cl)c2)sc1C(=O)/C=C/N(C)C` as listed: 1 | -10
`COc1cc([N+](=O)[O-])cc([N+](=O)[O-])c1NC(=O)N1CCOCC1` as listed: 28 | 3
`Cc1cc(Nc2ccc3c(c2)OCCO3)n2nc(C)nc2n1` as listed: 22 | -4

Continuation:
SMILES,OX1R antag-1,OX1R antag-2
Cc1cc(C(=O)Nc2c(F)cc(F)cc2Br)n(-c2ccccc2)n1,0,-21
O=C(c1ccc(N2CCNCC2)cc1)c1cccnc1,25,-3
O=C(NCc1ccccn1)c1ccc(OC2CCN(Cc3cccs3)CC2)cc1,-5,-5
COc1ccccc1CNC(=O)CNC(=O)c1sc2ccccc2c1Cl,33,-13
NS(=O)(=O)c1ccc2nc(NC(=O)c3ccncc3)sc2c1,15,-1
Cc1ccc2c(c1)c1c(n2CC(O)CN2CCCCC2C)CCCC1 (configuration not stated),18,-24
Nc1ccc(C#Cc2c(-c3ccsc3)oc3ccc(N4CCOCC4)cc23)cc1,13,-14
Cc1cccc(N(C)S(=O)(=O)c2c(C)[nH]c(C)c2C(=O)N2CCCC2)c1,17,-11
CCN(CC)CCCN1C(=O)C(O)=C(C(=O)c2sc(C)nc2C)C1c1ccco1 (configuration not stated),19,3
O=C(CN1c2ccccc2Sc2ccccc21)NNC(=O)Nc1ccc(Cl)cc1,6,-18
Cc1ccnc(SCC(=O)NC2CCCCCC2)n1,19,-4
O=C(CSc1nnc(NC(=O)C2CCC2)s1)Nc1ccccc1F,17,-17
Cc1ccc(NC(=O)Cn2nc(C(=O)O)c3ccccc3c2=O)cc1S(=O)(=O)N1CCOCC1,12,-17
O=C(Cc1ccccc1)CC1(O)C(=O)Nc2ccccc21 (configuration not stated),10,10
CC(=O)c1c(N2CCN(Cc3ccc4c(c3)OCO4)CC2)nc(=S)n(-c2ccccc2)c1C,3,-12
Cc1ccccc1OCC(=O)Nc1nnc(-c2ccncc2)s1,12,-10
COCCN(C(=O)CCC(=O)Nc1cc(C)on1)C(C(=O)NC(C)(C)C)c1ccccc1Cl (configuration not stated),1,-32
Cc1cc(=O)[nH]c(SCC(=O)N2C(C)CCCC2C)n1 (configuration not stated),15,-17
N#Cc1ccc(/C=C(\C(=O)C(=O)O)c2ccc3ccccc3n2)cc1,7,-17
CCC1C(=O)N=C(SCC(=O)Nc2nc3ccccc3s2)NC1=O (configuration not stated),8,-14
Cc1nc2cc3nc(C)sc3cc2s1,14,0
Cc1oc2ccc(NS(=O)(=O)c3cccc4cccnc34)cc2c1C(=O)OC(C)C,14,-21
CCN(C(=O)Cc1c(C(=O)O)[nH]c2ccccc12)c1ccc(OC)cc1,11,-8
NS(=O)(=O)c1ccc(CCNC(=O)CCCCCn2c(=S)[nH]c3ccc(Br)cc3c2=O)cc1,19,-18
CC(Oc1ccc(Br)cc1)C(=O)NCc1ccccn1 (configuration not stated),0,-7
CCOC(=O)C(C)Sc1nc2c(c(=O)[nH]c(=O)n2C)n1CCc1ccccc1 (configuration not stated),30,-5
Cc1cc(-c2cccnc2)c(C#N)c(SCc2cccc(F)c2)n1,16,-30
O=C(CSc1nc2[nH]ncc2c(=O)[nH]1)Nc1cccc(Cl)c1,23,-15
Cc1ccc(NC(=O)CCN2C(=O)C3CCCCC3C2=O)c(O)c1 (configuration not stated),10,-16
O=C(OC1CCOC1=O)c1ccccc1C(=O)c1ccc(Cl)c([N+](=O)[O-])c1 (configuration not stated),18,3
CCCC(=O)NCc1nc2ccccc2n1C,3,-3
CC(C)(C)C(=O)Nc1nc2c(s1)CN(Cc1ccccc1)CC2,26,-26
O=C1CCCCC1C(O)c1ccc(Cl)cc1 (configuration not stated),4,-29
CC1(C)Cc2c(sc(NC(=O)COc3ccc(Cl)cc3)c2C(N)=O)C(C)(C)N1,0,-2
Cn1c(SCC(=O)c2ccc(F)cc2)nnc1-c1cccnc1,7,-9
COc1ccccc1N1CCN(C(=O)c2ccc([N+](=O)[O-])s2)CC1,24,-25
Cc1ccc(S(=O)(=O)N2CCC(O)(c3cccnc3)CC2)cc1,26,-11
COc1ccccc1C(=O)NCC(=O)N1CC=C(c2ccccc2)CC1,3,-27
CCn1c(SCc2c(Cl)cccc2Cl)nc2nc3c(cc2c1=O)CCCC3,12,-23
COC(=O)c1cc2sc(Cl)cc2n1CC(=O)N1CCCc2ccccc21,10,7
CC(C)(C)NC(=O)C(c1ccncc1)N(C(=O)c1csnn1)c1cccc2ccccc12 (configuration not stated),13,-18
O=C(/C=C/c1ccccc1)Nc1ccc(C(=O)N2CCCCC2)cc1,4,-12
COCCNC(=S)Nc1ccccc1Cc1ccccc1,16,-16
COC(=O)COc1ccc(C2Nc3c(Cl)ccc(C(=O)O)c3C3C=CCC32)cc1 (configuration not stated),16,-11
Cc1nnc(N/N=C/c2c(O)n(-c3cccc(C(F)(F)F)c3)c(=O)c3ccccc23)[nH]c1=O,23,-12
CN[C@H](C(=O)NC[C@H]1O[C@@H](n2cnc3c(N)ncnc32)[C@H](O)[C@@H]1O)[C@@H](C)OCc1ccccc1,5,-13
Cc1cc(C)n(Cc2ccc(C(=O)O)cc2)n1,14,-3
Cn1c(CCNC(=O)c2cccs2)nnc1SCC(=O)Nc1nc(-c2ccccc2)cs1,17,-27
O=C(NCCc1nnc2ccc(NCc3ccccc3Cl)nn12)c1ccccc1,6,-31
CCn1c(SCc2nc3cc(OC)c(OC)cc3c(=O)[nH]2)nnc1-c1ccncc1,5,-8

Continued:
SMILES,OX1R antag-1,OX1R antag-2
O=C(C1CCCO1)N1CCN(c2ccccn2)CC1 (configuration not stated),16,-14
O=C(COc1ccc2c(c1)OCO2)Nc1nncs1,20,-4
Cc1coc2cc3oc(=O)c(CCC(=O)NCCCN4CCOCC4)c(C)c3cc12,5,-14
O=c1[nH]c(=S)[nH]c2c1C(c1cc([N+](=O)[O-])c(N3CCOCC3)cc1N1CCOCC1)O2 (configuration not stated),18,-21
O=C(c1cccn(Cc2ccc(Cl)c(Cl)c2)c1=O)N1CCOCC1,6,-18
CCCC[C@@H]1CNCCN1CC1(c2ccccc2)CC1,3,-14
Cc1ccc(NC(=S)NNc2ncc(C(F)(F)F)cc2Cl)c(C)c1,23,-18
COc1ccc2c(c1)OC1=C(C(=O)CCC1)C2C1=C(O)CCCC1=O (configuration not stated),10,-20
Cc1ccc(NC(=O)NNC(=O)c2snnc2C)cc1,7,-27
CC(C)Cc1cc(C(=O)NCc2cccs2)no1,-7,-12
COc1ccc(CN2CCNC(=O)C2CC(=O)NCCc2nc(C)c(C)s2)c(OC)c1 (configuration not stated),8,-5
COc1cccc(CNC(=O)CN2C(=O)CCSc3ccc(S(=O)(=O)N4CCCC4)cc32)c1,2,-26
N#CC1=C(N2CCOCC2)/C(=C\c2ccccc2)CC1,6,-22
Cc1oc2ccc(OCc3ccc(Br)cc3)cc2c1C(=O)O,0,11
CCOC(=O)NC1Cc2ccccc2C1Sc1ccccn1 (configuration not stated),-2,-12
COc1ccc([N+](=O)[O-])cc1NC(=S)NC(NC(=O)C(c1ccccc1)c1ccccc1)C(Cl)(Cl)Cl (configuration not stated),30,23

Screening data deposited in PubChem by The Scripps Research Institute Molecular Screening Center.

An unsorted share of the library; any-hit rate near 2.1%.
